Compound activity: PubChem, several laboratories
STAT1 act = STAT1 signaling activation; 2.6% of 200,000 active; AID 932; NIH 3T3 STAT1-luciferase reporter, IFN-gamma, luminescence; 100% = IFN-gamma alone, no compound; activation (% of control), % at 5.5 µM;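 active = activation above the screen-wide mean activation plus 3 SD, cut at about 130% in these data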;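 note: raw ratio to IFN-gamma control signal so 100% means no change and 0% no light; values of inactives mirror those of a sister screen read the other way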
Hsp70 activator = Hsp70 transcriptional activation, primary screen. HeLa Hsp70 promoter luciferase reporter, luminescence; scaled: vehicle 0, proteasome-inhibitor control 100%. activation, % at 10 µM. 0.04% of 200,000 active. AID 1203;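 active = activation above the mean across all tested compounds plus 3 SD, cutoff set per campaign, cut at about 5.5% in these data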;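 note: 100% = MG132 at 30 µM as the positive control and 0% = DMSO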
APP transl inh = APP translation inhibition. AID 1285. SH-SY5Y APP 5'UTR-luciferase reporter, luminescence. inhibition, % at 2 µM. 0.82% of 190,000 active;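 active = inhibition above a set limit, derived from the sample mean plus 3 SD, cut at about 45% in these data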; note: values of inactives mirror those of a sister screen read the other way
NF-kB neuron act = compounds increasing NF-kB expression in human neuronal cells; NF-kB reporter expression; active compounds read high; fold change at 12.5 µM; 1.6% of 190,000 active; in the data active = fold change above about 3.3
FLuc inh counter = counter-screen for luciferase assay inhibitors: firefly luciferase inhibition | AID 1006 | ATPLite firefly luciferase biochemical luminescence, 10 min | inhibition, % at 10 µM | 1.5% of 200,000 active | P08659;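 active = inhibition above about 50% when tested at 10 µM, limit read from the data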
Target sequence (P08659 whole entry, looked up): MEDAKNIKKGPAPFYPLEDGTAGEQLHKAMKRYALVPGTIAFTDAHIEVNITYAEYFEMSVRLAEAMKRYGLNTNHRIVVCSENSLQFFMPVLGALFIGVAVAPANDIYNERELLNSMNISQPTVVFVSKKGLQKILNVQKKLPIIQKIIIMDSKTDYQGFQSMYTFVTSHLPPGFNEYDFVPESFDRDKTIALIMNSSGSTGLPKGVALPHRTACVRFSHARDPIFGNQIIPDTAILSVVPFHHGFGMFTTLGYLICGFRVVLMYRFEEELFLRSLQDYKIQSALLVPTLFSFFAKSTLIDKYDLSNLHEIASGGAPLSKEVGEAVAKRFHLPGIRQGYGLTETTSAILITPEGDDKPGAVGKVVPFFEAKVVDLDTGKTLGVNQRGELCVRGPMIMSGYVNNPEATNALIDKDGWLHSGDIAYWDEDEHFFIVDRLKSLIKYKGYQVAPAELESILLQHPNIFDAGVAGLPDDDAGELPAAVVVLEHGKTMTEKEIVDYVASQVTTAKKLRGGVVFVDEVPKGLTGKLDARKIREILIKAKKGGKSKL
RAM inhibit = blocks the yeast RAM network | S. cerevisiae dse1pr::URA3 reporter, 5-FOA growth OD615, 2 d; analog-sensitive cbk1-as2 kinase mutant strain | 1.8% of 190,000 active | inhibition, % at 50 µM | AID 868;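 active = inhibition above a set limit, 3 SD over mean compound inhibition, cut at about 8.4% in these data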;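 note: 0% = DMSO-only wells with no growth and 100% = 10 µM 1-NA-PP1 full growth; inhibition rescues growth on 5-FOA so higher OD means more RAM inhibition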
STAT3 act = increases IL-6 driven STAT3 reporter signal | 0.91% of 190,000 active | activation (% of control), % at 5.6 µM | U3A cells, IL-6 STAT3-luciferase reporter, luminescence; 100% = signal with IL-6 EC80 alone;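 active = activation above the screen-wide mean of compound activation plus 3 SD, cut at about 130% in these data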;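 note: 0% = background luminescence of wells with medium and substrate only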
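Material: STAT3-luciferase reporter U3A cells. Controls: IL-6-treated wells, 100% activation. Read-out: % activation versus median of IL-6-stimulated wells. Probe or stimulus: IL-6 stimulus at 33 ng/mL final. Timing: compound 1 h, then IL-6 6 h at 37 °C. Signal: reporter luminescence signal.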
STAT3 blocker = inhibitors of IL-6 induced STAT3 signaling. AID 862. 0.89% of 190,000 active. inhibition, % at 5.5 µM. U3A cells, IL-6 STAT3-luciferase reporter, luminescence; host cell line lacks STAT1;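 active = inhibition above the mean inhibition across all screened compounds plus 3 SD, cut at about 44% in these data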;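 note: 0% = DMSO only wells and 100% = 100 µM nifuroxazide control wells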
APP 5'UTR act = APP 5'UTR luciferase reporter activation. 1% of 190,000 active. activation, % at 2 µM. SH-SY5Y APP 5'UTR luciferase reporter, luminescence; zero percent = DMSO vehicle wells. AID 1276;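 active = activation above a set limit, based on mean plus 3 SD of controls, cut at about 140% in these data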; note: values of inactives mirror those of a sister screen read the other way
STAT1 inh = STAT1 signaling inhibition | NIH 3T3 STAT1-luciferase reporter, IFN-gamma, luminescence | inhibition, % at 5.5 µM | 0.35% of 200,000 active;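 active = inhibition above a set limit, the mean inhibition across all tested compounds plus 3 SD, cut at about 34% in these data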;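 note: 0% = IFN-gamma with DMSO and 100% = IFN-gamma with 300 µM nifuroxazide; values of inactives mirror those of a sister screen read the other way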
* marks the source's active call; other numbers are inactive results; · = not tested or not shown.

Every second line gives: STAT1 act	Hsp70 activator	APP transl inh	NF-kB neuron act	FLuc inh counter	RAM inhibit	STAT3 act	STAT3 blocker	APP 5'UTR act	STAT1 inh
Cc1cccc(OCCC(=O)Nc2ccc(S(=O)(=O)N3CCCC3)cc2)c1
→ 98	-0.3	-7	0.63	-4	3.9	97	6	7	2
O=C(Oc1ccc2c3c(c(=O)oc2c1)CCCC3)c1ccco1
→ 96	-0.4	2	1.3	15	0.8	88	23	-2	4
Cc1ccc(NC(=O)c2ccc3ccccc3n2)cc1S(=O)(=O)N(C)C
→ 134*	-0.1	-73	1.4	17	3.1	106	-7	73	-36
C/C(CCc1ccc2c(c1)OCO2)=N\NC(=S)NC(C)C
→ 94	0.0	2	1.4	-3	0.7	101	0	-2	5
Cc1cc(N2CCCCC2)n2nc(C)c(-c3ccccc3)c2n1
→ 108	0.0	-1	1.4	-1	1.6	99	4	1	-9
COc1cc(CC(NC(C)=O)C(=O)NC2CCN(c3c(Cc4ccccc4)c(C)nc4ncnn34)CC2)cc(OC)c1 (stereo unspecified)
→ 104	0.1	7	1.2	-7	14*	108	0	-7	-5
Cc1ccccc1C(=O)Nc1sc2c(c1C(=O)O)CCC2
→ 100	-0.1	7	0.95	14	3.3	104	-3	-7	1
O=C(NC(=S)NCc1ccccc1)c1ccccc1F
→ 102	-0.3	-14	1.2	-3	0.6	97	5	14	-2
Cc1nc2cc(C(F)(F)F)ccc2n1C1CCN(CC(=O)NC(C)(C)C)CC1
→ 94	-0.5	9	0.92	-1	-0.5	104	2	-9	7
O=C(CCNS(=O)(=O)c1cccs1)NCc1ccco1
→ 101	-0.2	1	1.2	-5	-0.7	111	-10	-1	-1
COc1ccc2c(c1OC)C(=O)N(c1nccs1)C2
→ 132*	0.0	-46	1.5	21	1.4	124	-18	46	-35
Nc1c(NCCc2ccccc2)c2ccccc2oc1=O
→ 97	-0.1	2	1.5	-4	0.8	103	-1	-2	2
COc1ccc(CSc2nnc(C)n2N)cc1Br
→ 90	-0.3	-4	1.1	-4	2.7	105	-2	3	11
O=C(COC(=O)c1ccccc1NC(=O)c1ccccc1)c1ccc([N+](=O)[O-])cc1
→ 100	-0.2	8	0.48	0	3.1	96	10	-7	0
COc1ccccc1C(=O)N1CCN(Cc2ccc3c(c2)OCO3)CC1
→ 109	-0.3	24	1	-3	0.3	103	2	-24	-9
O=[N+]([O-])c1cccc(C2=NC(c3ccccc3)CO2)c1 (stereo unspecified)
→ 117	-0.3	-35	1.7	-5	3.0	103	-7	35	-18
Cc1cc(C)n2c(SCC(=O)Nc3ccccc3)nnc2n1
→ 101	-0.5	5	1.3	-4	2.0	114	-13	-5	-1
O=C(COC(=O)CNC(=O)c1ccccc1F)NCCC1=CCCCC1
→ 101	-0.3	5	1.2	-11	0.8	92	10	-5	-1
CCn1c(N2CCC(C)CC2)nc2c1c(=O)n(C)c(=O)n2C
→ 106	-0.2	12	0.8	-6	-0.2	94	16	-12	-6
CCOC(=O)c1cnc(SCC(=O)N2CCN(c3ccccc3)CC2)nc1N
→ 106	-0.2	10	1.2	0	2.5	113	-11	-10	-6
O=C(CSCc1ccccc1)NCc1ccc2c(c1)OCO2
→ 96	-0.2	-15	1.5	-6	-0.1	100	4	15	4
CCCn1c(C)cc(C(=O)COC(=O)c2cc(S(=O)(=O)NCC(C)C)c(Cl)cc2Cl)c1C
→ 98	-0.1	15	0.93	-4	5.2	110	-7	-15	3
CC(C)NC(=S)N1CCN(S(C)(=O)=O)CC1
→ 109	0.4	-10	0.96	0	2.3	106	-4	10	-10
COc1cc(NC(=O)Cc2cccs2)cc(OC)c1
→ 102	0.3	-30	1.2	-9	1.6	104	-2	30	0
CCOC(=O)C1=C(C)NC(=O)NC1/C(C)=C/c1ccccc1 (stereo unspecified)
→ 99	-0.1	16	0.56	-4	1.3	88	19	-16	2
COc1ccccc1NC(=S)N(Cc1ccccc1)Cc1cccnc1
→ 108	-0.4	-22	0.97	-3	2.1	94	9	22	-10
COc1cc(Cl)ccc1NC(=S)N(CCN1CCOCC1)C1CCN(C(C)=O)CC1
→ 97	-0.3	6	1	-3	0.9	95	8	-6	2
CCCCOc1ccc(C(=O)NC(=S)Nc2ccc(CN3CCOCC3)cc2)cc1
→ 94	-0.2	-2	1.2	-9	-0.1	81	26	2	7
Fc1ccc(-n2cc(-c3ccccc3)c3c(N4CCOCC4)ncnc32)cc1
→ 76	-0.1	12	0.34	-2	-0.9	93	17	-12	25
COc1ccc(/C=N/N=C/c2ccc(OC)c(O)c2)cc1O
→ 104	-0.5	-27	1.4	6	0.9	100	6	27	-5
Cc1[nH]c(=O)[nH]c(=O)c1Cc1cccc2ccccc12
→ 98	-0.1	-17	1.1	-6	2.3	96	13	17	3
CC(O)CNCc1cccc2ccccc12 (stereo unspecified)
→ 98	-0.5	8	1.1	-5	0.2	101	0	-8	2
CC1(C)Cc2c(sc3ncnc(NNC(=S)NCc4ccccc4)c23)CO1
→ 98	-0.3	56*	0.78	-3	3.0	103	0	-56	2
O=C(Cn1cc2c(n1)CCCC2)NCc1cccnc1
→ 97	-0.3	9	1.3	3	-1.0	98	2	-9	4
CN1CCC(N(C)C(=S)NCCc2ccccc2)CC1
→ 107	-0.3	-4	0.89	-6	0.2	100	2	4	-9
CSc1ccc(C2C3(C#N)C(N)=NC4(OCCO4)C23C#N)cc1 (stereo unspecified)
→ 100	-0.3	1	1	-4	0.8	101	4	-1	1
O=C(COC(=O)C1CC1)Nc1ccccc1Sc1ccccc1
→ 100	-0.1	4	1.1	-5	-0.7	106	-5	-5	0
Cc1c(CC(=O)O)c(=O)oc2cc(OCc3nn[nH]n3)ccc12
→ 100	0.0	-18	1.1	-8	2.0	100	4	18	0
Cc1ccccc1NC(=O)CNc1ccc(Cl)c(C(F)(F)F)c1
→ 103	-0.4	-4	0.92	-8	0.1	96	4	4	-4
OCCCCNCc1ccc(OCc2ccccc2Cl)cc1
→ 108	-0.1	-9	1.2	1	0.7	112	-13	9	-9

RAM inhibit: hit marks shown above.
Compound | STAT1 act | Hsp70 activator | APP transl inh | NF-kB neuron act | RAM inhibit | STAT3 act | APP 5'UTR act | STAT1 inh
COc1cc(CC(NC(C)=O)C(=O)NC2CCN(c3c(Cc4ccccc4)c(C)nc4ncnn34)CC2)cc(OC)c1 (stereo unspecified) | 104 | 0.1 | 7 | 1.2 | 14* | 108 | -7 | -5

(next part)
Every second line gives: STAT1 act	Hsp70 activator	APP transl inh	NF-kB neuron act	FLuc inh counter	RAM inhibit	STAT3 act	STAT3 blocker	APP 5'UTR act	STAT1 inh
CC1CCN(S(=O)(=O)c2ccc(C(=O)NCc3cccnc3)cc2)CC1
→ 100	-0.1	-23	1	-3	1.5	96	6	23	0
O=C(CSc1nc(-c2ccccc2)cs1)NCCN1C(=O)CSC1=O
→ 101	-0.3	-36	2	-1	1.2	87	16	36	-1
O=C(O)/C=C/C(=O)Nc1ccc(C(=O)c2ccccc2)cc1
→ 98	-0.3	11	1.2	17	0.1	104	1	-11	1
O=C(O/N=C1\CCS(=O)(=O)c2sccc21)c1ccc(F)cc1
→ 99	0.0	-12	1.4	6	4.1	98	7	12	1
Cc1cc(C(=O)Nc2ccccn2)cs1
→ 111	-0.1	-107	2.8	57*	1.9	74	34	107	-12
Cc1cccc(NC(=O)CCc2ccc(C)o2)c1
→ 104	-0.1	14	1.6	-1	1.7	103	1	-14	-4
COCCCNc1nc2c(c(=O)n(C)c(=O)n2C)n1Cc1cccc(OC)c1
→ 93	-0.4	4	1	-5	0.1	96	9	-4	8
CNC(=O)COC(=O)/C=C/c1ccco1
→ 106	-0.4	-3	1.1	-4	1.2	100	6	3	-6
CCOC(=O)c1[nH]cnc1C(=O)Nc1cccc(Cl)c1
→ 123	0.1	-6	1.3	-2	1.6	94	7	7	-25
CC1CCN(CC(O)COC2CC(C)CCC2C(C)C)CC1 (stereo unspecified)
→ 94	-0.2	11	1.1	-2	1.5	105	3	-11	7
CCc1ccc(CNC(=O)C2CCC(=O)N2C2CCCCC2)cc1 (stereo unspecified)
→ 99	0.1	1	1.1	-6	0.7	95	3	-1	1
CCOC(=O)Cn1cc(/C=N/N2C(=O)C3C4C=CC(C4)C3C2=O)c2ccccc21 (stereo unspecified)
→ 106	-0.2	-11	1.1	23	0.2	104	-3	11	-9
Cc1cccc(C)c1NC(=O)CCCCCC1NC(=O)NC1C (stereo unspecified)
→ 99	-0.3	0	0.96	1	0.2	101	6	0	-1
O=c1/c(=C/c2ccc([N+](=O)[O-])cc2)sc2n1CCCN=2
→ 157*	-0.1	-21	1.8	8	0.9	96	9	21	-62
O=C(CCc1ccccc1)Nc1cc(NC(=O)CCc2ccccc2)cc(C(=O)O)c1
→ 97	-0.2	-3	1.2	-7	1.7	100	7	3	3
CCOC(=O)CN1C(=O)S/C(=C/c2ccc(OC)c([N+](=O)[O-])c2)C1=O
→ 99	-0.3	-4	0.44	-6	4.4	104	-1	4	1
CC1CCC2(CC1)NC(=O)N(CC(=O)c1cccn1C)C2=O (stereo unspecified)
→ 97	0.4	5	0.96	-5	2.7	102	2	-5	3
O=C(CSc1nnc(-c2ccc(Br)cc2)n1CCc1ccccc1)NC1CCS(=O)(=O)C1 (stereo unspecified)
→ 101	-0.2	·	0.93	-4	1.9	99	1	·	-2
COc1cc(C(=O)Sc2ccc(C)cc2)cc(OC)c1OC
→ 105	0.0	-1	1	-4	1.4	93	16	1	-5
CCOC(=O)N1CCC(NC(=O)C2CCCN(C(=O)N3CCOc4ccccc43)C2)CC1 (stereo unspecified)
→ 94	-0.4	-22	1.1	-8	1.9	94	14	22	5
CC1=CC(C)(C)N2C(=O)C3(C(C#N)=C(N)Oc4cc(O)ccc43)c3c(C)c(C)cc1c32 (stereo unspecified)
→ 103	0.9	21	0.89	-8	2.5	105	-6	-21	-1
CCO[C@H]1OC(C(=O)N2CCN(Cc3ccccc3)CC2)=C[C@@H](C)[C@@H]1CCCO
→ 100	-0.1	9	0.98	-4	0.6	·	·	-9	1
Cc1cc(C(=O)N/N=C2/CC(C)CC(C)(C)C2)c(C)o1 (stereo unspecified)
→ 113	0.0	-28	1.3	-7	0.8	101	4	28	-15
COc1ccc(-c2cc(C(=O)OCC(=O)N(C)C3CCS(=O)(=O)C3)c3ccccc3n2)cc1OC (stereo unspecified)
→ 107	0.0	-3	0.5	-3	-0.6	106	2	3	-10
CCc1cccc(CC)c1NC(=O)CO/N=C(\N)CC(=O)NC1CCCCC1
→ 96	0.1	14	1.1	-6	1.8	102	-2	-14	5
COc1ccc(OC)c(-n2c(SCC(=O)Nc3cc(C)on3)nnc2-c2c[nH]c3ccccc23)c1
→ 100	0.0	·	0.7	-5	0.9	94	16	·	-1
N#C/C(=C/c1ccc(-c2ccc(C(=O)O)c(Cl)c2)o1)C(=O)NCC1CCCO1 (stereo unspecified)
→ 92	-0.2	-13	2.6	-3	1.9	81	23	13	9
O=C(Cn1cc(C(F)(F)F)ccc1=O)NCCc1ccc(Cl)cc1Cl
→ 102	-0.3	-1	1.2	-5	1.9	104	-4	1	-3
Fc1ccccc1NC(=S)Nc1ccc(CN2CCOCC2)cc1
→ 105	0.1	-10	0.57	3	0.0	102	4	10	-5
Cc1noc2ncnc(N3CCCC3)c12
→ 102	0.6	5	1.4	-6	0.5	104	0	-5	-4
COc1cccc(CN2CCN(c3cccc(C(F)(F)F)c3)CC2)c1OC
→ 96	0.3	23	1	-6	1.7	95	8	-23	4
